KRASV12 cytotoxicity: cytotoxicity in KRAS-transformed pancreatic duct cells, primary screen, cell-based, fluorescence, HTS (AID 431). HPDE-C7K KRASV12 cells, Alamar Blue viability, 48 h; higher % means a stronger effect. cytotoxicity, % at 10 µM; hits with a dose series show EC50 in µM. 63,000 compounds, 1.7% hits;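 active means compounds whose percent cytotoxicity in the single-dose primary screen, scaled between solvent and toxic-drug controls, exceeds 50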;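 further: 0% = DMSO solvent wells and 100% = doxorubicin-treated wells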
HPDE-C7 cytotoxicity: HPDE-C7 pancreatic duct cell viability loss – fluorescence, HTS (AID 430); HPDE-C7 pancreatic duct cells viability, fluorescence; higher % means a stronger effect; cytotoxicity, % at 10 µM, or EC50 in µM where a hit was titrated; 63,000 compounds, 1.8% hits;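 further: cells exposed to compound for 48 hours before viability readout; 0% = vehicle and 100% = reference cytotoxic drug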
Alkaline phosphatase: human TNAP enzyme inhibitors, biochemical, luminescent (AID 518); 64,000 compounds, 0.09% hits; one-dose inhibition, % at 20 µM; IC50 in µM for titrated hits; purified TNAP enzyme, luminescent substrate readout; higher % means a stronger effect; in the data active means a potency from the dose series; inactive means the rest, 99 in 100 with inhibition below about 22%;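 further: plate controls were vehicle for no effect and reference inhibitor for full effect; many of its hits are not listed in these tables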
Spn MK inh: inhibitors of Streptococcus pneumoniae mevalonate kinase. purified MK, PK/LDH-coupled NADH absorbance 340 nm. inhibition, % at 10 µM. 65,000 compounds, 0.48% hits;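 active means ranked among the strongest by inhibition in the single 10 µM screen, a fixed top-ranked set picked for dose follow-up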; further: no value below 0 was filed
Bfl-1 displacement: displacement of Bid BH3 peptide from Bfl-1 – biochemical, fluorescence polarization, FITC-Bid, mouse, primary screen (AID 432); FITC-Bid BH3 peptide fluorescence polarization displacement; higher % means a stronger effect; displacement, % at 20 µM, or IC50 in µM where a hit was titrated; 64,000 compounds, 0.02% hits; in the data active means a potency from the dose series; inactive means the rest, 99 in 100 with displacement below about 15%; further: strong numbers were not always called active
Spn PMK inh: blocks S. pneumoniae phosphomevalonate kinase; AID 539; 65,000 compounds, 0.49% hits; inhibition, % at 10 µM; purified PMK, PK/LDH-coupled NADH absorbance 340 nm;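 active means top-ranked compounds by inhibition in the single 10 µM screen, taking a fixed number of the strongest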;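 further: 0% = full reaction with DMSO carrier and 100% = background rate without enzyme reaction; no value below 0 was filed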
DPM-DC inhibit: S. pneumoniae DPM-DC inhibition | purified DPM-DC, PK/LDH coupled NADH fluorescence | calls only at 10 µM | 65,000 compounds, 0.49% hits;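 active means the 320 compounds with the highest percent inhibition in the single-dose primary screen, excluding strongly autofluorescent ones, cut at about 32% in these data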;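 further: kinetic rate of NADH fluorescence loss reporting ADP formed by the decarboxylase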
HT1080 viability: HT1080 cell viability loss – fluorescence readout (AID 620); HT1080 viability, fluorescence; higher % means a stronger effect; one-dose cytotoxicity, % at 10 µM; EC50 in µM for titrated hits; 87,000 compounds, 0.42% hits;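 further: cells exposed to compound overnight then 4 h with Alamar Blue; 0% = vehicle DMSO and 100% = killing control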
LYP inhibition: LYP phosphatase inhibitors, primary screen, biochemical, DiFMUP fluorescence, recombinant catalytic domain, 10 µM (AID 606); inhibition, % at 10 µM, or IC50 in µM where a hit was titrated; 52,000 tested, under 10 active; recombinant LYP catalytic domain, DiFMUP fluorescence; higher % means a stronger effect;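 active means IC50 under 40 µM in the dose-response test; inactive means IC50 of 40 µM or more, or never dose-tested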
Spn PMK inh pilot replicates: second read-out of Spn PMK inh, no call of its own (marks repeat the call); inhibition, %; measured here: pilot screen replicates
Spn MK inh pilot replicates: recorded beside Spn MK inh, whose call it bears; inhibition, %; measured here: pilot screen replicates
DPM-DC inhibit pilot screen %: recorded beside DPM-DC inhibit, whose call it bears; inhibition, %; measured here: pilot screen trials
An asterisk follows results filed as active; i = inactive; / = no result given. Unless noted, no stated cut-off is given here; in the data, active means cytotoxicity above about 50%; inactive means the rest.

Start of the data: the first 5 entries (preview)
SMILES	KRASV12 cytotoxicity	HPDE-C7 cytotoxicity	Alkaline phosphatase	Spn MK inh	Bfl-1 displacement	Spn PMK inh	DPM-DC inhibit	HT1080 viability	LYP inhibition	others
CC(C)CCNC(=O)CN(Cc1ccc2c(c1)OCO2)C(=O)CCC(=O)Nc1ccccn1	-4%	-2%	8%	5	0%	8	i	-12%	10%
Cc1ccccc1NC(=O)Cn1c(=O)n(C)c2ccccc21	8%	10%	5%	5	-1%	8	i	10%	/
Cc1ccc(-c2nc(=S)c3c(n2CCN2CCOCC2)CC(C)(C)OC3)cc1	-6%	-18%	8%	8	-3%	10	i	0%	10%
O=C(C1=C(O)C(=O)N(CCN2CCOCC2)C1c1ccccc1)c1cccs1 (stereo not drawn)	-12%	4%	7%	5	3%	4	i	-4%	/
Fc1cccc(C2CC(c3cccc(Br)c3)Nc3nnnn32)c1 (stereo not drawn)	-9%	-20%	5%	0	3%	3	i	2%	-5%

Results (from the top)
SMILES	KRASV12 cytotoxicity	HPDE-C7 cytotoxicity	Alkaline phosphatase	Spn MK inh	Bfl-1 displacement	Spn PMK inh	DPM-DC inhibit	HT1080 viability	LYP inhibition	others
CC(C)CCNC(=O)CN(Cc1ccc2c(c1)OCO2)C(=O)CCC(=O)Nc1ccccn1	-4%	-2%	8%	5	0%	8	i	-12%	10%
Cc1ccccc1NC(=O)Cn1c(=O)n(C)c2ccccc21	8%	10%	5%	5	-1%	8	i	10%	/
Cc1ccc(-c2nc(=S)c3c(n2CCN2CCOCC2)CC(C)(C)OC3)cc1	-6%	-18%	8%	8	-3%	10	i	0%	10%
O=C(C1=C(O)C(=O)N(CCN2CCOCC2)C1c1ccccc1)c1cccs1 (stereo not drawn)	-12%	4%	7%	5	3%	4	i	-4%	/
Fc1cccc(C2CC(c3cccc(Br)c3)Nc3nnnn32)c1 (stereo not drawn)	-9%	-20%	5%	0	3%	3	i	2%	-5%
CCOc1ccc(OCC)c(NC(=O)CNS(=O)(=O)c2cccs2)c1	10%	-9%	3%	13	-3%	0	i	-5%	11%
CCc1cc(=O)oc2cc(OCC(=O)N3CCc4ccccc43)ccc12	9%	10%	0%	2	-1%	17	i	-2%	5%
Cc1ccc(S(=O)(=O)Nc2cccc(-c3cn4ccsc4n3)c2)cc1	64%*	52%*	14%	8	-3%	12	i	25%	12%
CCOC(=O)C1CCN(C(=O)CSCCSCC(=O)N2CCC(C(=O)OCC)CC2)CC1	-7%	1%	6%	0	-6%	0	i	-11%	11%
O=C(Nc1cc(C(F)(F)F)ccc1N1CCOCC1)c1ccc2ccccc2n1	41%	33%	10%	6	-4%	12	i	15%	1%
COc1cccc(C(=O)c2sc(NC(C)C)nc2N)c1	73%*	71%*	13%	2	0%	1	i	19%	/
CCOCCCNCC(=O)NC1(C)C2CCC(C2)C1(C)C (stereo not drawn)	-5%	-9%	10%	39	0%	2	i	2%	6%

6 structures from above, ordered by heavy-atom count, rising.
SMILES	KRASV12 cytotoxicity	HPDE-C7 cytotoxicity	Alkaline phosphatase	Spn MK inh	Bfl-1 displacement	Spn PMK inh	DPM-DC inhibit	HT1080 viability	LYP inhibition	others
COc1cccc(C(=O)c2sc(NC(C)C)nc2N)c1	73%*	71%*	13%	2	0%	1	i	19%	/
Cc1ccccc1NC(=O)Cn1c(=O)n(C)c2ccccc21	8%	10%	5%	5	-1%	8	i	10%	/
Cc1ccc(S(=O)(=O)Nc2cccc(-c3cn4ccsc4n3)c2)cc1	64%*	52%*	14%	8	-3%	12	i	25%	12%
CCc1cc(=O)oc2cc(OCC(=O)N3CCc4ccccc43)ccc12	9%	10%	0%	2	-1%	17	i	-2%	5%
Cc1ccc(-c2nc(=S)c3c(n2CCN2CCOCC2)CC(C)(C)OC3)cc1	-6%	-18%	8%	8	-3%	10	i	0%	10%
O=C(Nc1cc(C(F)(F)F)ccc1N1CCOCC1)c1ccc2ccccc2n1	41%	33%	10%	6	-4%	12	i	15%	1%

(more compounds)
SMILES	KRASV12 cytotoxicity	HPDE-C7 cytotoxicity	Alkaline phosphatase	Spn MK inh	Bfl-1 displacement	Spn PMK inh	DPM-DC inhibit	HT1080 viability	LYP inhibition	others
CCCc1cc(=O)[nH]c(SCc2ccc(C#N)cc2)n1	-13%	-12%	5%	5	-3%	10	i	-1%	8%
COCCn1c(SCC(=O)N2CCCc3ccccc32)nnc1-c1ccco1	-2%	-4%	7%	6	1%	7	i	1%	11%
Cn1c(NC(=O)Cc2ccc(F)cc2)cc(=O)n(C)c1=O	10%	4%	7%	5	3%	4	i	12%	0%
COc1ccc(-c2cc(-n3c(C(F)(F)F)nc4ccccc43)n(CCC#N)n2)cc1	14%	16%	2%	7	6%	4	i	-2%	/
O=C(Cc1coc2cc3c(cc12)CCC3)OCc1cc(=O)n2c(n1)sc1ccccc12	-5%	-1%	4%	6	0%	14	i	-2%	8%
COCCN1C(=O)N(c2cccc(C)c2)C(=O)C1CC(=O)Nc1ccc(F)cc1 (stereo not drawn)	-6%	1%	5%	0	-6%	7	i	-1%	2%
CCCN1CC23C=CC(O2)C(C(=O)O)C3C1=O (stereo not drawn)	-6%	-3%	11%	2	8%	4	i	0%	-6%	Spn PMK inh pilot replicates=2.5;Spn MK inh pilot replicates=9.0;DPM-DC inhibit pilot screen %=0.0
Clc1ccccc1N1CCN(c2ncnc3nc[nH]c23)CC1	4%	2%	6%	0	6%	15	i	6%	6%
Cc1ccc(NC(=O)OCC(F)(F)C(F)F)cc1NC(=O)OCC(F)(F)C(F)F	2%	-11%	14%	7	-1%	0	i	-15%	10%
CCCCn1c(SCC(=O)N2CCOCC2)nnc1-c1cccs1	-4%	9%	6%	0	-9%	15	i	-10%	/
Cc1ccc(NC(=O)C2C3CC4OC(=O)C2C4C3)cc1Cl (stereo not drawn)	3%	-7%	5%	6	-13%	10	i	0%	17%
O=C(O)CCn1c(C(=O)O)cc2sccc21	4%	-1%	12%	15	0%	7	i	3%	/
O=C(O)CC12CSc3[nH]c(=O)sc3C1c1ccccc1OC2=O (stereo not drawn)	-2%	-5%	8%	6	-2%	0	i	-5%	-2%
Cc1ccc2[nH]c3c(c2c1)CN(C(=O)CN1CCN(c2ccccc2)CC1)CC3	24%	26%	10%	3	8%	7	i	17%	/
CCN(CC)S(=O)(=O)c1ccc2nnn(OCC(=O)Nc3cccc(C#N)c3)c2c1	13%	-1%	8%	3	-2%	18	i	35%	10%
O=C(CNS(=O)(=O)c1ccc(C(=O)N2CCCCC2)cc1)N1CCCCC1	-11%	-4%	8%	8	6%	15	i	7%	-12%

Screens deposited in PubChem by several laboratories.

Compounds were not picked by outcome; any-hit rate near 3.5%.
